H69AR growth 86K = blocks growth of human H69AR lung tumor cells; viability, % at 10 µM; H69AR lung tumor viability, ATP luminescence, 72 h; stronger effect = lower value; hit rate 6% among 85,000;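 active means viability at or below 40%; inactive means viability above 40%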;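 further: multidrug resistant small cell line overexpressing MRP-1 efflux transporter; 100% = mean luminescence of untreated control wells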
Fibroblast inh = blocks proliferation of human lung fibroblasts. LL 47 human lung fibroblast viability, ATP luminescence; stronger effect = lower value. viability, % at 10 µM. hit rate 1.1% among 85,000;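 active means viability at or below 50% in the single dose screen; inactive means viability above 50%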;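 further: compound exposure lasted 72 h before the ATP readout; 100% = median luminescence of untreated cell-only wells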
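Test system: LL 47 human lung fibroblasts / Incubation: 72 h compound exposure at 37 °C after overnight plating / Technique: luminescent ATP detection, CellTiter-Glo / Compound dosing: 0.1% DMSO in all compound wells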
HUVEC inhibit = human endothelial cell proliferation inhibition; HUVEC proliferation, CellTiter-Glo luminescence, 72 h; stronger effect = lower value; viability, % at 10 µM (by protocol); hit rate 1.1% among 86,000;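 active means viability at or below 30%; inactive means viability above 30%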;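 further: 100% = median luminescence of DMSO-only cell control wells on each plate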
ERa SRC1 inh = blocks coactivator binding to human estrogen receptor alpha; P03372; inhibition, % at 25.6 µM; AID 629; TR-FRET ER-alpha LBD / SRC-1 peptide, estradiol-bound; hit rate 1.7% among 86,000; in the data active means inhibition above about 50%;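 further: 0% = receptor plus peptide control and 100% = peptide only without receptor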
ERa coact pot = ER-alpha (human) coactivator binding potentiation; hit rate 1.3% among 86,000; coactivator binding (% of control), % at 25.6 µM; TR-FRET ERalpha-LBD/SRC-Cy5 coactivator binding, 2 h; 100 = basal binding, no effect; in the data active means activity above about 200%;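 further: binding measured in presence of low estradiol as agonist stimulus; 0% = peptide alone without receptor and 100% = receptor with peptide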
Smad3 inh = blocks human Smad3 binding to FoxH1 peptide; P84022; inhibition, % at 25 µM; hit rate 0.29% among 88,000; TR-FRET Smad3/Dy647-FoxH1 peptide binding, europium anti-His; AID 630;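 active means compounds that reduce the energy-transfer binding signal between the protein and its labelled peptide by more than half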;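 further: 0% = Smad3 plus labelled peptide maximal FRET and 100% = peptide-only background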
Target sequence (P84022 whole entry, looked up): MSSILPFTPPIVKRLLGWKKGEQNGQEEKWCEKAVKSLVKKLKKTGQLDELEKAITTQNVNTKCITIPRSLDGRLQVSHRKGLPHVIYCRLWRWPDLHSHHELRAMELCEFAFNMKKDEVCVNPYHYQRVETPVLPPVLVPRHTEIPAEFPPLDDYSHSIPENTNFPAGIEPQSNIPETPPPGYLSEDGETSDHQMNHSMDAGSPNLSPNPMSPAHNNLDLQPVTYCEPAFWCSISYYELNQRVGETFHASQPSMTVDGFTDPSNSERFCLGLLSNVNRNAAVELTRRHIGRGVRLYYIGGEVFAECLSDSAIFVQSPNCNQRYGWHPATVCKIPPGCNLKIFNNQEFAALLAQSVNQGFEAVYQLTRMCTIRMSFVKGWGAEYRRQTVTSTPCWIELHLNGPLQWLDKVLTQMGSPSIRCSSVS
sEH act = increases human soluble epoxide hydrolase activity. hit rate 0.04% among 91,000. activation, % at 2 µM. purified human sEH enzymatic activity, activator screen. P34913; in the data active means activation above about 37%; further: values of inactives mirror those of a sister screen read the other way
Candida biofilm = kills Candida albicans biofilms; inhibition, % at 6 µM; hit rate 0.14% among 85,000; C. albicans biofilm + clotrimazole, Alamar Blue;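 active means inhibition above 20%; inactive means inhibition below 20%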;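 further: preformed 24 hr biofilms exposed to compound for 48 hr; 0% = biofilm without compound and 100% = blank killed by clotrimazole plus chlorhexidine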
ERb coact inh = ER-beta (human) coactivator binding inhibition; Q92731; TR-FRET ER-beta LBD / SRC1-Cy5 peptide binding; receptor agonist-loaded with 1 µM estradiol; inhibition, % at 25.6 µM; hit rate 1.3% among 86,000;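 active means compounds whose percent inhibition of the receptor-coactivator binding signal exceeds about 50% in the single-dose screen, limit read from the data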;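 further: 0% = receptor plus peptide wells without compound and 100% = peptide-only wells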
Starred values were filed as active, the others as inactive; . = no result given; [ ] = another dose, or the depositor's remark. These rows are one share of the data; count on the stated rates, not on these rows.

Molecule,H69AR growth 86K,Fibroblast inh,HUVEC inhibit,ERa SRC1 inh,ERa coact pot,Smad3 inh,sEH act,Candida biofilm,ERb coact inh
CCn1c(CNc2ccc(C)cc2)nnc1SCC(=O)NCc1ccccc1,95,100,92,-7,125[fluorescence artefact?],6[fluorescence artefact?],4,7,-1
CCC(=O)Nc1nc(OC)cc(OC)n1,96,95,91,-7,123,-9,6,12,-9
CC1CCN(S(=O)(=O)c2ccc(NC(=O)Cn3nnc(-c4ccccc4F)n3)cc2)CC1,55,92,32,86*[fluorescence artefact?],102[fluorescence artefact?],-6,-37,9,62*[fluorescence artefact?]
CCN(CC)CCNc1ccnc2cc(Cl)ccc12,95,90,74,-1,100,0,-1,4,-9
O=C(CN1C(=O)NC2(CCCc3ccccc32)C1=O)N1CCc2ccccc2C1 (stereo not drawn),86,92,84,0[fluorescence artefact?],117,-4,-13,5,5[fluorescence artefact?]
O=C(Nc1ccc(S(=O)(=O)N2CCC(C(=O)NC3CCCCC3)CC2)cc1)c1ccco1,90,106,95,10,113[fluorescence artefact?],10,-13,-1,-6
COc1ccc(-n2c3c(cc(C(=O)N4CCC(C)CC4)c2=O)C(=O)CC(C)(C)C3)cc1,102,90,105,4,108,7,10,7,-6
N#CC1=C(N)Oc2n[nH]c(-c3cccs3)c2C1C1C=CCCC1 (stereo not drawn),88,106,87,19[fluorescence artefact?],37,8,-8,2,2[fluorescence artefact?]
COc1ccc(CCNC(=O)C2CCN(S(=O)(=O)c3cnc[nH]3)CC2)cc1OC,96,95,95,-6,111,-5,.,8,-7
COC(=O)c1ccc(OCC(O)CN2CCC(C)CC2)cc1 (stereo not drawn),73,91,103,16,97,-4,-2,8,24[fluorescence artefact?]
CCCOc1ccc(S(=O)(=O)NCc2ccc(OC)cc2)cc1,91,90,73,4,121,7[fluorescence artefact?],22,6,2
CC(C)(C)OC(=O)N1CCC[C@H]1c1nnc(SCc2c(F)cccc2Cl)o1,82,97,116,-4,111,11,-1,6,4
Cc1cc(NC(=O)c2ccccc2)sc1C,76,96,80,-4,110,-3,-17,6,-2
O=C(O)CCCCCN1C(=O)C(=O)/C(=C(/O)c2ccccc2)C1c1ccccc1 (stereo not drawn),102,98,100,10[fluorescence artefact?],100,5,7,5,6[fluorescence artefact?]
Cc1ccc(N2CC(C(=O)Nc3cc(C)ccc3F)CC2=O)cc1 (stereo not drawn),100,103,106,-2,109,-3,.,-1,-18
CC1=C(C(=O)Nc2ccccc2)C(c2ccncc2)C(C#N)=C(SCC(=O)NC(C)C)N1 (stereo not drawn),96,98,92,-23,116,11,3,4,-16
O=C(O)C1C2C=CC(C3CC23)C1C(=O)NCCc1ccccc1 (stereo not drawn),93,97,94,-10[fluorescence artefact?],104,15[fluorescence artefact?],3,3,-17
O=C(Nc1ccc2c(c1)OCO2)c1c(F)cccc1F,92,96,71,16[fluorescence artefact?],95[fluorescence artefact?],-1,4,7,23
O=C(CCCN1C(=O)CCC1=O)Nc1ccccc1F,76,103,94,-1,83,-4,7,7,0
Cc1nc2sc3c(c2c2nc(-c4ccco4)nn12)CC(C)(C)OC3,78,113,97,-2,90[fluorescence artefact?],1,.,-5,-9
CCc1cc(C(=O)Nc2ccccc2)cs1,98,104,96,3,116,8,.,8,-1
COc1ccc(-c2nnc3sc(COc4ccc(C)cc4)nn23)cc1,72,114,87,12,102,-1,4,6,-8
CCN(CC)C(=O)CSc1nc2ccc(NC(=O)CSc3nccn3C)cc2s1,88,106,98,46[fluorescence artefact?],56[fluorescence artefact?],-8,-3,1,24[fluorescence artefact?]
CC(=O)c1ccc(N2CCN(C(=O)C3CCC3)CC2)cc1,96,111,103,-5,121[fluorescence artefact?],4,4,-1,-11[fluorescence artefact?]
Cc1ccc(N2C(=O)C3C4C=CC(C4)C3C2=O)cc1C (stereo not drawn),80,87,93,16,113[fluorescence artefact?],-12,-2,2,20
COc1cc(C(=O)NCc2nnc(SCC(=O)Nc3cc(C)cc(C)c3)o2)cc(OC)c1OC,93,98,103,0,89,11,9,13,-9
COc1ccccc1C1/C(=C(\O)c2ccc3c(c2)OCCO3)C(=O)C(=O)N1CCCN(C)C (stereo not drawn),99,99,99,-11,109,1,.,2,-10
Cc1cc(O)cc(O)c1C(=O)Cc1cscn1,84,107,102,10,94,2,.,10,23
CCN1C(=O)C2C(c3cccc(F)c3)NC(CC)(C(=O)OC)C2C1=O (stereo not drawn),87,88,89,-9,140,7,-2,9,0
COc1cccc(NC(=O)N(CCCN2CCOCC2)C(C)c2cc3ccccc3o2)c1 (stereo not drawn),32*,90,84,-2,97,-3,-2,6,5
Cc1ncsc1CCOC(=O)c1cccnc1,84,98,98,2,108,2,-4,2,-5
CCC1(CC)C(=O)N=C2c3ccccc3C(=O)N21,97,107,99,-9,113,7,.,6,-8[fluorescence artefact?]
CCN(CC)C(=O)Oc1ccc2c(=O)c(-c3ccccc3)coc2c1,60,93,107,-5,101,-8,-3,-3,1
Cn1c(C(=O)O)c(CC(=O)Nc2ccccc2F)c2ccccc21,96,91,79,9,114,-1,-4,10,15
CCc1nccn1S(=O)(=O)c1ccc(C)c(C)c1,97,94,91,2,96,-4,21,7,10[fluorescence artefact?]
COc1ccc2c(C)nc(Nc3nc(C)cc(C)n3)nc2c1,100,99,96,17,243*,16,-5,4,26
O=C(c1ccco1)N1CCN(C(=O)c2ccccc2Oc2ccccc2)CC1,88,105,109,13,103[fluorescence artefact?],2,-3,8,8
CS(=O)(=O)N(CCc1ccccc1)CC(=O)NCc1cccnc1,101,99,98,-5,92,0,1,9,13
CCOC(=O)c1cc(OC(=O)c2cccs2)n(-c2ccccc2)n1,99,97,103,32[fluorescence artefact?],54,6,0,5,11
CCOC(=O)c1ccccc1NC(=O)CC1Nc2ccccc2NC1=O (stereo not drawn),90,.,82,-9,118,-6,.,4,7
O=C1NC(c2cccs2)C(C(=O)c2ccccc2)C(O)(C(F)(F)F)N1 (stereo not drawn),95,.,97,-8,129,0,-3,-1,9
COCCNC(=O)c1c[nH]c2cc(OC)c(OC)cc2c1=O,99,102,83,-8,106,5,6,10,1
CCOC(=O)C(C)c1n[nH]c(=O)c2ccccc12 (stereo not drawn),93,101,101,-6,112[fluorescence artefact?],5,1,5,-3[fluorescence artefact?]
N#CC1=C(N)N=C(SCc2ccccc2)C(C(N)=O)C12CCCCC2 (stereo not drawn),96,91,96,4,107,-1,6,7,2
Cc1ccc(C)c(N2CCN(C(=O)C3CCCN(S(=O)(=O)c4c(C)[nH]c(=O)[nH]c4=O)C3)CC2)c1 (stereo not drawn),92,99,99,-4,107,9[fluorescence artefact?],12,8,4
COc1ncnc2c1NC1=C(S2)C(=NCCC(=O)O)CC(C)(C)C1,82,98,92,-4,97,-9,-9,6,-11
Cc1cc(Br)cc2c1NC(=O)C2(c1c(C)n(C)n(-c2ccccc2)c1=O)c1c(C)n(C)n(-c2ccccc2)c1=O,94,99,106,-6,100,-5,-7,2,3
c1ccc(CSc2nnc(-c3cccs3)n2Cc2ccco2)cc1,78,95,95,-6,111,-6,-8,4,-13
CC(C)(C)NC(=O)NC(=O)COC(=O)Cn1c(C(F)(F)F)nc2ccccc21,104,107,115,2,100,7,-6,4,4
COc1ccc(OC)c(C2C(C(=O)c3sc(C)nc3C)=C(O)C(=O)N2CCN2CCOCC2)c1 (stereo not drawn),101,115,105,-7,130,2,4,-3,0
c1ccc(CNc2ccc3c(c2)ncn3C2CCCCC2)nc1,81,89,95,-2,108,11,-4,6,-1
CCCn1c(SCC(=O)Nc2nonc2C)nnc1-c1ccoc1C,91,99,98,-1,113,10,-6,12,-4
O=C(O)c1ccc2c(c1)C(=O)N(Cc1ccc3c(c1)OCO3)C2=O,56,94,94,-11,90,12,15,4,-7
C/C(CC1(O)C(=O)N(C)c2ccccc21)=N\O (stereo not drawn),89,104,106,-13,114,-8,-13,0,-6
CCCCNC(=O)OCCNC(=O)NC,83,101,109,-11,105,-9,14,10,7

Ordered by SMILES length (smallest number first): some entries from above
Molecule,H69AR growth 86K,Fibroblast inh,HUVEC inhibit,ERa SRC1 inh,ERa coact pot,Smad3 inh,sEH act,Candida biofilm,ERb coact inh
CCCCNC(=O)OCCNC(=O)NC,83,101,109,-11,105,-9,14,10,7
C/C(CC1(O)C(=O)N(C)c2ccccc21)=N\O (stereo not drawn),89,104,106,-13,114,-8,-13,0,-6
c1ccc(CNc2ccc3c(c2)ncn3C2CCCCC2)nc1,81,89,95,-2,108,11,-4,6,-1
c1ccc(CSc2nnc(-c3cccs3)n2Cc2ccco2)cc1,78,95,95,-6,111,-6,-8,4,-13
COc1ncnc2c1NC1=C(S2)C(=NCCC(=O)O)CC(C)(C)C1,82,98,92,-4,97,-9,-9,6,-11
O=C(O)c1ccc2c(c1)C(=O)N(Cc1ccc3c(c1)OCO3)C2=O,56,94,94,-11,90,12,15,4,-7
COc1ccc(OC)c(C2C(C(=O)c3sc(C)nc3C)=C(O)C(=O)N2CCN2CCOCC2)c1 (stereo not drawn),101,115,105,-7,130,2,4,-3,0
Cc1ccc(C)c(N2CCN(C(=O)C3CCCN(S(=O)(=O)c4c(C)[nH]c(=O)[nH]c4=O)C3)CC2)c1 (stereo not drawn),92,99,99,-4,107,9[fluorescence artefact?],12,8,4

Screening data as filed in PubChem.
